Source: PubChem BioAssay (National Center for Advancing Translational Sciences (NCATS))
Rab9 promoter act = Rab9 promoter activation; Huh7 Rab9 promoter-luciferase reporter, luminescence, 24 h; Potency, µM (series often up to 9.22 µM), without a hit: top-dose activation, negative = inhibition, actives largely listed as activators; 2.8% of 320,000 active; also: potency is read from the fitted curve at half-maximal effect; % of control where 0% means no effect; nearly all actives have a fitted effect of over 60% in size
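Cell-based reporter: Huh7 stable for Rab9 promoter-driven luciferase, plated in reduced-serum medium with 10% FBS at 1500 cells/well, compound-treated 24 h at 37 °C, luminescence read after 10 min reagent.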
Tb PFK inh = T. brucei PFK enzyme inhibition | Potency, µM (highest dose often 57.5 µM), inactives show at the highest dose activity, negative = inhibition, usual class: inhibitors | 0.17% of 330,000 active | T. brucei PFK, ADP-Glo luminescence;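 also: potency is read from the fitted curve at half-maximal effect; 0% = uninhibited 1x PFK enzyme wells and -100% = no-enzyme wells; nearly all actives have a fitted effect of over 60% in size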
Target sequence (O15648 whole entry, looked up): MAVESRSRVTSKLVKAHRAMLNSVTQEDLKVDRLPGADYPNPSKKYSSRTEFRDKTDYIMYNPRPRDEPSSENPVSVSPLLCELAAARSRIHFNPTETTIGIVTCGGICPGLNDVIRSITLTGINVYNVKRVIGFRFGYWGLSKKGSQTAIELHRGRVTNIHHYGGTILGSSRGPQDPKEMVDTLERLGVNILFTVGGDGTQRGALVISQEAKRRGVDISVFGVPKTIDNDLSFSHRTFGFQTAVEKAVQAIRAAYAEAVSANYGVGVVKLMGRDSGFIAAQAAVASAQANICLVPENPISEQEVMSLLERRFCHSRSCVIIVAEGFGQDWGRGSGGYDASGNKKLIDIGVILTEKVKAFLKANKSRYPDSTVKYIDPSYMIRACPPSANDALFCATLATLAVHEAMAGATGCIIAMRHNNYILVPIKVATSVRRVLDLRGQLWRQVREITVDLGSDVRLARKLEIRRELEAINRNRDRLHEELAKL
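In TEA buffer at pH 8.0 with 5 mM MgCl2, enzyme (1.25 nM) converted F6P (0.5 mM) and ATP (0.1 mM) for 45 min at room temperature. ADP product was read by luciferase luminescence.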
NPC1 prom act = activates the NPC1 promoter | Huh7 NPC1 promoter luciferase reporter, 24 h | Potency, µM (highest dose often 9.22 µM), without a hit: at the highest dose activation, usual class: activators | 2.4% of 320,000 active | AID 485313;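 also: potency is read from the fitted curve at half-maximal effect; % of control where 0% means no effect; nearly all actives have a fitted effect of over 60% in size; reporter is driven by a mutant NPC1 promoter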
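Readout is luciferase luminescence, reflecting NPC1 promoter activation in stably transfected Huh7 cells after 24 h compound exposure at 37 °C in reduced-serum medium with 10% FBS.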
FLuc modulator = firefly luciferase modulation, counter-screen for miR-21 project; P08659; purified FLuc, Km substrates, luminescence inhibition; Potency, µM (series often up to 57.5 µM), inactives show at the top dose activity change, negative = inhibition, hits mostly inhibitors; 6.9% of 360,000 active; AID 588342;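 also: potency is read from the fitted curve at half-maximal effect; plate controls were vehicle for no effect and reference inhibitor for full effect; nearly all actives have a fitted effect of over 55% in size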
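Purified P. pyralis luciferase, 10 nM final, with Km-level 10 uM D-luciferin and 10 uM ATP in 50 mM Tris acetate pH 7.5, 10 mM Mg acetate, 0.01% Tween-20, 0.05% BSA; 6-point qHTS titration about 60 µM downward; luminescence read.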
ELG1 genotox = inducers of genotoxicity in HEK293T ELG1-luciferase cells; HEK293T ELG1-luciferase reporter, luminescence, 16 h; Potency, µM (highest dose often 46 µM), inactives show at the top dose activity change, positive = activation, actives largely listed as activators; AID 504466; 1.3% of 330,000 active; also: potency is read from the fitted curve at half-maximal effect; % of control where 0% means no effect; nearly all actives have a fitted effect of over 60% in size
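Genotoxic stress is detected as increased luminescence from luciferase-tagged ELG1 in HEK293T cells, measured with ONE-Glo after a 16 hr treatment at 37 °C.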
uPA surface inh = inhibitors of cell surface uPA generation; cell surface uPA generation assay, qHTS; Potency, µM (top dose mostly 38.3 µM), for the others: top-dose activity change, negative = inhibition, usual class: inhibitors; 0.31% of 330,000 active; AID 540303; active = well fitted inhibition curve with a large enough effect; inconclusive = small, poorly fitted or top-dose-only effect; inactive = no such curve, though single readings can be large or run the other way; tested in mouse RAW 264.7 cells; also: potency is read from the fitted curve at half-maximal effect; % is scaled to controls: 0 for no effect and ±100 for the full control effect; nearly all actives have a fitted effect of over 55% in size
KCNH2 3.1 block = blocks the human KCNH2 3.1 channel isoform; U2OS KCNH2 3.1, thallium flux FluxOr; hits give low values; AID 720553; 0.95% of 340,000 active; activity change, % (tested at about 1.8 µM);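 active = maximum activity change below -70%; inconclusive = maximum activity change from -70% to -50%; inactive = maximum activity change above -50%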;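 also: thallium influx rate constant from kinetic fluorescence after stimulation buffer; % is scaled to controls: 0 for no effect and ±100 for the full control effect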
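U2OS cells transduced with KCNH2 3.1 mutant virus (1.77 x 10^8 /mL, 4 h), plated overnight at 37 C, loaded 45 min with FluxOr dye plus Red40 quencher. Thallium flux rate constant from kinetic reads after stimulation buffer, normalised to controls.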
Giardia kill = kills Giardia lamblia | 0.15% of 340,000 active | activity change, % at 7.66 µM, hits read low | AID 540267 | Giardia lamblia trophozoite viability; in the data active = activity change below about -80%; inconclusive = between about -30% and that limit;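 also: parasites exposed to compound for two days anaerobically before the ATP read; % is scaled to controls: 0 for no effect and ±100 for the full control effect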
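Media and compound were dispensed first, then trophozoites at 100 cells/well; plates sat 48 hrs at 37 deg C without oxygen before ATP luminescence reagent was added and read after 15-30 min at room temperature.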
FBPA coupling cs = coupling enzyme interference in Giardia aldolase counter-screen; coupling enzyme system counterscreen, AmpLite Red fluorescence; 0.67% of 290,000 active; activity change, negative = inhibition, % at 58.2 µM, hits read low; in the data active = activity change below about -30%; also: % is scaled to controls: 0 for no effect and ±100 for the full control effect
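Fluorescence at 525 nm excitation and 598 nm emission measured inhibition of the coupled detection system without aldolase. Compounds (at 57.5 uM final) were preincubated 10 min at room temperature with coupling enzyme reagent before a 20 min substrate/AmpLite Red step.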
Gal4-VP16 FLuc = inhibits Gal4-VP16 luciferase reporter, ROR gamma counter-screen; Drosophila S2 Gal4-VP16 UAS-luciferase, luminescence, 20 h; Potency, µM (top dose mostly 53.6 µM), inactives show at the highest dose activity, negative = inhibition, hits mostly inhibitors; 3.5% of 310,000 active;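 also: Gal4-VP16 expression switched on by copper sulfate through the metallothionein promoter; potency is read from the fitted curve at half-maximal effect; % is scaled to controls: 0 for no effect and ±100 for the full control effect; nearly all actives have a fitted effect of over 50% in size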
RORg inh = inhibitors of mouse ROR gamma transcriptional activity; Drosophila S2 Gal4-RORgamma UAS-luciferase reporter, 20 h; 5.4% of 310,000 active; AID 2551; Potency, µM (doses to about 53.6 µM), for the others: at the top dose activity change, negative = inhibition, usual class: inhibitors; also: potency is read from the fitted curve at half-maximal effect; % is scaled to controls: 0 for no effect and ±100 for the full control effect; nearly all actives have a fitted effect of over 60% in size
Target sequence (P51450 whole entry, looked up, the tested form may be a part): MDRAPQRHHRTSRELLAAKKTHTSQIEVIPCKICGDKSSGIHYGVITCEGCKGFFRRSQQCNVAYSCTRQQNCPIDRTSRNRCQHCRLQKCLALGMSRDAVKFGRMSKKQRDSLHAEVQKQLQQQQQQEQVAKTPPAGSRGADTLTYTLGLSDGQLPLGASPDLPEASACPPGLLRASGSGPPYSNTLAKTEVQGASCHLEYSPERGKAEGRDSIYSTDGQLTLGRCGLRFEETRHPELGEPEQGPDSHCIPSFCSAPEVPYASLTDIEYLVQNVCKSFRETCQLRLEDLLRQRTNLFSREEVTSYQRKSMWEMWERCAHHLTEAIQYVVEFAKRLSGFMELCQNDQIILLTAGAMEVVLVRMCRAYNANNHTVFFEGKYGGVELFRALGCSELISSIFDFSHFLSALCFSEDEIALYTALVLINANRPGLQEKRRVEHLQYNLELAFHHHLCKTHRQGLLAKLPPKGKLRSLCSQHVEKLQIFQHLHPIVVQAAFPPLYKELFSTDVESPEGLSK
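A Gal4/UAS one-hybrid system in insect cells: metallothionein-promoter Gal4–ROR gamma fusion plus Photinus luciferase reporter. Copper sulfate 700 uM final, 20 hr ambient incubation, luminescent detection after 10 min with reagent.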
* hit, by the source's call; ? = inconclusive; / = not tested or not shown; [ ] = another dose, or the depositor's remark. Unless noted, calls follow the shape of the dose curve; as a rule, active = well fitted curve in the direction sought with a large enough effect; inconclusive = small, poorly fitted or top-dose-only effect, or another doubt; inactive = no such curve, though single readings can be large; an effect the other way counts as inactive or inconclusive. Compounds were not picked by outcome; any-hit rate near 14%.

Preview, two compounds:
SMILES | Rab9 promoter act | Tb PFK inh | NPC1 prom act | FLuc modulator | ELG1 genotox | uPA surface inh | KCNH2 3.1 block | Giardia kill | FBPA coupling cs | Gal4-VP16 FLuc | RORg inh
COc1cc(CNC2CCCCC2OC)cc(OC)c1OC (centres undefined) | -1% | 2% | -3% | 0% | 2% | -3% | -5 | 5 | 0 | -10% | -6%
N#CC1=C(SCC(=O)Nc2ccccc2)NC(=O)CC1c1ccc(O)cc1 (centres undefined) | 29% | -3% | 29% | -1% | ? | -12% | 7 | -4 | -1 | 15% | 28%

Main list, repeating the preview:
SMILES | Rab9 promoter act | Tb PFK inh | NPC1 prom act | FLuc modulator | ELG1 genotox | uPA surface inh | KCNH2 3.1 block | Giardia kill | FBPA coupling cs | Gal4-VP16 FLuc | RORg inh
COc1cc(CNC2CCCCC2OC)cc(OC)c1OC (centres undefined) | -1% | 2% | -3% | 0% | 2% | -3% | -5 | 5 | 0 | -10% | -6%
N#CC1=C(SCC(=O)Nc2ccccc2)NC(=O)CC1c1ccc(O)cc1 (centres undefined) | 29% | -3% | 29% | -1% | ? | -12% | 7 | -4 | -1 | 15% | 28%
Cc1ccc(S(=O)(=O)Nc2ccc(C(=O)NCc3cccnc3)cc2)cc1 | -5% | ? | -7% | -1% | 2% | -4% | / | ? | / | -2% | 30%
Cc1ccc(-c2nc(CN(C)Cc3ccc4nccnc4c3)c(C)o2)s1 | 2% | 10% | -1% | 5% | -1% | 14% | 11 | 13 | 0 | 3% | 0%
CC(NC(=O)CSc1nc2sc3c(c2c(=O)n1-c1ccccc1)CCCC3)c1ccccc1 (centres undefined) | -5% | 2% | -1% | 4% | 7% | 2% | 20 | -2 | 3 | -1% | -8%
CC(C)CNC1CCS(=O)(=O)C1 (centres undefined) | 1% | 0% | -5% | 0% | 0% | -1% | 1 | 35[activator] | 7 | -4% | 5%
CC1(C)CC(=O)c2sc(NC(=O)C(C)(C)C)nc2C1 | 2.8µM* | -3% | ? | ? | ? | 0% | -2 | -8 | 0 | 2% | 16%
CCCN1CCC(=O)N([C@H](CN=[N+]=[N-])Cc2ccccc2)CC1 | -3% | 0% | -5% | 5% | 1% | -1% | -19 | -19 | -2 | 17% | 1%
COc1ccc2c(c1)SC1=NCCS(=O)(=O)N12 | 1% | -14% | -6% | 3% | 5% | / | -1 | 6 | 1 | -4% | -18%
O=C(CCn1nc(-c2ccc(Cl)cc2)ccc1=O)N1CCN(c2ccccn2)CC1 | -10% | 0% | 0% | 0% | -21% | -11% | 6 | 22 | -1 | 0% | 11%
Cc1ccc(-n2ncc3c2CCCC3NC(=O)CCc2cnn(C)c2)cc1C (centres undefined) | 2% | 1% | -5% | 5% | -1% | -2% | 4 | 8 | / | -2% | 32%
CS(=O)(=O)N(CC(=O)N1CCN(c2ccc(F)cc2)CC1)c1cccc(Cl)c1 | 1% | 3% | 0% | 5% | -8% | / | 11 | -6 | 0 | ? | ?
O=C(Cn1cnc2ccccc21)OCC(=O)N1CCCc2ccccc21 | 13% | 2% | -2% | -2% | 0% | 0% | / | 12 | -1 | -7% | -9%
O=C(NCCCCNC(=O)c1ccco1)c1ccco1 | -2% | 0% | -3% | 1% | 0% | -2% | 2 | -2 | 0 | -6% | 1%
CC(C)OC(=O)C1C2C=CC3(CN(Cc4cccs4)C(=O)C13)O2 (centres undefined) | -2% | 3% | 5% | 0% | 2% | 5% | -1 | 8 | -1 | 1% | -12%
C=CCNC(=S)Nc1sc2c(c1C(=O)OCC)CCN(C(=O)OCC)C2 | / | / | / | -20% | / | 4% | 1 | 9 | 0 | 6.3µM* | 2.5µM*
CC(=O)N1c2ccc(S(=O)(=O)NCC3CCC(C(=O)N4CCCCC4)CC3)cc2CC1C (centres undefined) | -5% | 0% | -1% | 0% | 1% | -6% | -7 | 23 | 3 | 3% | -8%
Cc1ccc(C)c(OCC(=O)OCC(=O)Nc2c(C)nn(-c3ccccc3)c2C)c1 | 2% | 1% | -3% | 7% | 2% | 5% | 2 | 7 | / | / | /
CC(=O)Nc1sc(C)c(C)c1C(=O)OCC(=O)N(C)c1c(N)n(Cc2ccccc2)c(=O)[nH]c1=O | -3% | -4% | 4% | 5% | -3% | 0% | -11 | -7 | / | / | /
Cc1ccc(C)c(C(=O)NCCN(C)C)c1 | 2% | -2% | -4% | -2% | 0% | 2% | 3 | -13 | 2 | -3% | 24%
COC(=O)COC(=O)c1ccccc1NC(=O)c1ccccc1 | -6% | 2% | 0% | ? | 0% | -44% | 26 | 6 | 3 | -5% | 41%
CC(C(=O)Nc1ccc(O)cc1C(=O)O)N1C(=O)/C(=C\c2cccs2)SC1=S (centres undefined) | -3% | 7% | -7% | ? | 4% | 3% | -2 | -15 | / | 4% | 16%
CSc1nnc(-c2ccc(Br)s2)n1C | 0% | 2% | 0% | -13% | 7% | 1% | 13 | 0 | 0 | -8% | 15%
COc1cc(C(=O)Sc2ccc(Cl)cc2)cc(OC)c1OC | 0% | -4% | -6% | -14% | 2% | -11% | -15 | -9 | 1 | ? | ?
C=CCn1c(CNC(=O)c2ccccc2F)nnc1SCC(=O)NC(C)c1ccccc1 (centres undefined) | 0% | 3% | -4% | 3% | 0% | 4% | -15 | 3 | 3 | 0% | -9%
O=C(NS(=O)(=O)Nc1ccc(Cl)cc1)c1c[nH]c2ccccc12 | -4% | -4% | 1% | -2% | 2% | -6% | 6 | -1 | 10 | 0% | 7%
COC(=O)C(C)NC(=O)C1CCCN1S(=O)(=O)c1cc(C)c(Cl)cc1C (centres undefined) | 9% | 0% | -3% | -2% | -1% | -4% | 2 | -2 | -1 | -1% | 6%
CCCN(CCC)CCCNC(=S)Nc1ccc2nc(N3CCN(CC)CC3)cc(C)c2c1 | 2% | -2% | 0% | -1% | -1% | -24% | 14 | -10 | -1 | 6% | -6%
COCCCNC(=S)NNC(=O)c1ccccc1Br | 2% | 2% | 0% | 1% | -3% | 1% | 22 | 11 | 0 | -15% | 2.5µM*
Nc1nc(-c2ccc3ccccc3c2)c(C2(O)C(=O)Nc3c(Br)cc(F)cc32)s1 (centres undefined) | -2% | -2% | 2% | -2% | -4% | / | -1 | 13 | 6 | -4% | -12%
Cc1ccc(-c2cc(C(=O)N3CCN(c4ccc(O)cc4)CC3)c3ccccc3n2)cc1 | / | -3% | / | / | 0% | 10µM* | -42 | 10 | / | / | /
O=C(NCCc1ccccc1)c1coc(=O)c(Br)c1 | 4% | -2% | 2% | 3% | ? | -11% | 1 | 2 | 3 | -14% | 15%
Cc1cccc2nc(CNc3ccc(F)cc3)cn12 | ? | -1% | 25% | ? | ? | 1% | -13 | -7 | -2 | -3% | 27%
CC(C)CC(C(=O)NC1CCCCC1)N(Cc1cccs1)C(=O)c1snc(C(N)=O)c1N (centres undefined) | 7% | 4% | -1% | 4% | -7% | -8% | 15 | 51[activator] | 0 | 20% | 3%
CCCCCNc1nc(N2CCCC2)c2c(c1C#N)CCN(C)C2 | 10% | 4% | 0% | 1% | -4% | -5% | 6 | 14 | -4 | -4% | -32%
O=C(CCN1CCOCC1)NCC1COc2ccccc2O1 (centres undefined) | -1% | -2% | -4% | 4% | 0% | 0% | 1 | -12 | -3 | 0% | ?
O=C(NCCCN1CCOCC1)c1ccco1 | 4% | -1% | -5% | 1% | 2% | 4% | 8 | -2 | 2 | -1% | -13%
CCC1(C(=O)OC)NC(c2ccccc2OC)C2C(=O)N(C)C(=O)C21 (centres undefined) | 3% | -5% | -1% | 0% | -1% | -7% | 9 | 3 | 3 | 1% | -9%[10 µM]
CCN=C1S/C(=C\c2cc(Br)c(O)c(OC)c2)C(=O)N1CC | 3% | 5% | -9% | 0% | -1% | -38% | -6 | 14 | 1 | 18% | ?
COc1ccc(OC)c(C(=O)Cn2cnc3ccccc3c2=O)c1 | -1% | -3% | 2% | -1% | 1% | 0% | 6 | 11 | 1 | 5% | 4%
CCOC(=O)Cn1nc(-c2ccccc2)c2ccccc2c1=O | -2% | 1% | 0% | -1% | 2% | ? | -6 | -2 | 2 | 3% | 5%
CC(C)CCOP(=O)(c1ccc(N(C)C)cc1)C(Nc1ccccc1)c1ccc(N(C)C)cc1 (centres undefined) | -7% | 0% | -9% | 5% | -2% | -6% | -44 | 1 | -4 | 0% | 8%
C=CCOc1ccc(/C=N/NC(=O)C(C)Sc2ccccn2)cc1OCC (centres undefined) | 8% | 1% | 8% | -2% | -4% | -6% | 0 | -10 | 1 | -7% | -1%
CCc1ccc([C@H]2C(C(=O)O)=C[C@@H](CC3CCCC3)N2S(=O)(=O)c2ccc(C)cc2)cc1 | / | -5% | / | / | -1% | -13% | -16 | -4 | / | / | /
Cc1nnc(SCCC#N)n(CCC#N)c1=O | 1% | -5% | -1% | 8% | 3% | 0% | -1 | 5 | 3 | 1% | 13%
